High-throughput results from PubChem.
ABHD5 PLIN5 PPI – inhibitors of human ABHD5-perilipin-5 interaction. Q00G26+Q8WTS1. Split G. princeps luciferase complementation, luminescence, 4 h. inhibition, % at 4 µM. actives 0.78% (n = 360,000);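 active = inhibition above the mean inhibition across every tested compound plus 3 SD, cut at about 22% in these data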;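 also: 0% = DMSO only wells and the 100% control is not disclosed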
Target sequence (Q00G26 whole entry, looked up): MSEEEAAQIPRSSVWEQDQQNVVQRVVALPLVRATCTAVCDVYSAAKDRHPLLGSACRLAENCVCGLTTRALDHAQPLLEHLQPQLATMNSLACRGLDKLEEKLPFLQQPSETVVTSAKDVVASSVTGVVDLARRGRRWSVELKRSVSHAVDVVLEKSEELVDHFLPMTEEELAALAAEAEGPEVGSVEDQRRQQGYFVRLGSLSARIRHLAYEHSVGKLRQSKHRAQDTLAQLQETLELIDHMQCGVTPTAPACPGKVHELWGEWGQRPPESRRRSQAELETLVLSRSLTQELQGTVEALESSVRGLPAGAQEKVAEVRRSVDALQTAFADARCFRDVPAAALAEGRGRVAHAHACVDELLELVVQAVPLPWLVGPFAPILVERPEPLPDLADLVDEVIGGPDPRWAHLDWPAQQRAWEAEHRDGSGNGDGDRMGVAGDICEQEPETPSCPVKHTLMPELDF
Target sequence (Q8WTS1 whole entry, looked up): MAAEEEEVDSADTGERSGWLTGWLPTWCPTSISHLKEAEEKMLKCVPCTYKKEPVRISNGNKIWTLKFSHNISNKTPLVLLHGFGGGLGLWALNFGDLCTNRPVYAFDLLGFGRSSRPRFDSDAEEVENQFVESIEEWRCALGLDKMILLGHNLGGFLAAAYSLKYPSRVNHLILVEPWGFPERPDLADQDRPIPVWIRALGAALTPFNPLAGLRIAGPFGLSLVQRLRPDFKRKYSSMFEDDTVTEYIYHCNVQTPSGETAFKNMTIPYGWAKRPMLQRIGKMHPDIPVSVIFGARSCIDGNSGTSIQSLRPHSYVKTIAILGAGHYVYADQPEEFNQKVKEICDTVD
Granule exo inh – lytic granule exocytosis inhibition; inhibition, % at 10 µM; actives 0.66% (n = 360,000); TALL-104 LAMP-1 surface exposure, flow cytometry; cells stimulated with thapsigargin and PMA; AID 651702;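 active = inhibition above about 55%, limit read from the data; inconclusive = no clear call, values can overlap the other calls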
H9c2 protect – protects H9c2 cardiomyocytes from peroxide injury; H2O2 injury protection, ATPLite, 2 h; protection from H2O2 cell death, % at 20 µM; actives 0.63% (n = 360,000); AID 588492;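 active = compounds giving at least 50% protection of heart cells from peroxide-induced death in the single-dose screen, raw or plate-pattern-corrected value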;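 also: 0% = DMSO wells with peroxide and 100% = DMSO wells without peroxide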
N-glyco inh – blocks N-linked glycosylation in D54 reporter cells | D54 ERlucT glycosylation luciferase reporter, 24 h; percent of 100 nM tunicamycin response | reporter increase, % at 12.5 µM | actives 0.23% (n = 360,000) | AID 588692;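 active = mean luciferase reporter signal, scaled so untreated is 0 and the glycosylation-blocking control 100, at or above a set limit in every replicate; inconclusive = mean reaches the limit but not every replicate does; inactive = mean below the limit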;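 also: luciferase carries N-glycosylation sites so blocking glycosylation raises the light; 0% = median of neutral control wells and 100% = median of 100 nM tunicamycin wells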
MC4R ag barr – agonists of human melanocortin 4 receptor (MC4R) beta-arrestin; P32245; AID 540308; activation, % at 8.9 µM; actives 0.98% (n = 360,000); U2OS MC4R beta-arrestin complementation, luminescence; percent of melanotan II response, DMSO zero;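 active = activation above a per-plate cutoff, the mean activation of sample wells on that plate plus 3 SD, cut at about 8% in these data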
m5-HT2A agonist – mouse HTR2A agonism via beta-arrestin recruitment; P35363; CHO-K1 mHTR2A beta-arrestin complementation, luminescence; percent of 30 µM serotonin response; activation, % at 7.6 µM; actives 0.66% (n = 360,000); AID 624169;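 active = activation above a run cutoff, the mean activation of all tested compounds plus 3 SD, cut at about 14% in these data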;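 also: 0% = plate median of compound wells and 100% = 30 µM serotonin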
MC4R antagonist – human MC4R antagonism in cAMP assay | AID 540295 | actives 0.48% (n = 360,000) | MC4R-expressing cells, MTII-stimulated cAMP, LANCE TR-FRET | inhibition, % at 6.5 µM | P32245;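 active = inhibition above its plate's cutoff, the mean of tested wells on that plate plus 3 SD, cut at about 29% in these data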;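 also: 0% = Melanotan II alone and 100% = Melanotan II plus saturating MCL0020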
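System – human MC4R-expressing U2OS cells · Also added – Melanotan II · Dosing – one concentration, 6.5 µM nominal · Timing – 30-min compound, 1-h challenge, 1-h detection, room temperature · Measured by – Eu-cAMP/anti-cAMP TR-FRET, emission 671 nm · Replicates – singlicate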
CaV13 ICDI inh – Disruptors of the CACNA1D IQ motif to Ca2+-dependent inactivation inhibitor domain association, primary screening, Förster resonance energy transfer in intact living …. HEK cells, CFP/YFP FRET ICDI-IQ, plate reader, 10 min; percent FRET-ratio fall versus neutral wells. inhibition, % at 12.3 µM. actives 0.098% (n = 340,000). AID 743397;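 active = mean replicate inhibition of at least 30% and at least 1% of replicates passing that level; inconclusive = only one of the two criteria is met; inactive = neither criterion is met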;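 also: 0% = median of the neutral control wells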
ABCB6 inh MLPCN – inhibitors of human ABC transporter ABCB6. Q9NP58. K562-ABCB6 porphyrin accumulation, flow cytometry, 1 h; active compounds read low. fluorescence ratio to DMSO, % at 10 µM. actives 0.19% (n = 360,000). AID 602162;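 active = fluorescence ratio to DMSO below 75%, the collection mean minus 3 SD; inconclusive = too few cells collected in the well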;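 also: signal is porphyrin accumulated inside mitochondria; 100% equals median channel fluorescence of DMSO control wells; lower ratio means ABCB6 inhibition with less porphyrin fluorescence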
PDI inh – inhibitors of human protein disulfide isomerase. P07237. PDI insulin aggregation turbidity, A650, 90 min. inhibition, % at 10 µM. actives 0.052% (n = 350,000);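 active = mean inhibition across replicates of 30% or more, whatever share of single replicates reach that level; inconclusive = mean inhibition below 30% while every single replicate reaches 30%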;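 also: absorbance from insulin aggregation driven by PDI reduction with DTT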
* hit, by the source's call; ? = inconclusive; · = no result given.

The opening three records as a preview:
SMILES | ABHD5 PLIN5 PPI | Granule exo inh | H9c2 protect | N-glyco inh | MC4R ag barr | m5-HT2A agonist | MC4R antagonist | CaV13 ICDI inh | ABCB6 inh MLPCN | PDI inh
O=C(O)c1ccc(/C=N/Nc2nc(N3CCCCC3)nc(N3CCCCC3)n2)cc1 | -7 | 6 | -1 | 3 | -2.5 | -4 | 11 | -16 | 98 | -3
COC(=O)c1ccc2c(c1)C(=O)/C(=C/c1ccc(O)cc1)O2 | 7 | 2 | -5 | 3 | -2.1 | -1 | -11 | -14 | 99 | -28
C#CCN(C[C@H]1[C@H](OC(=O)NC2CC2)[C@H](OC(=O)NC2CC2)C[C@@H](C(=O)OC)[C@H]1C(=O)OC)S(=O)(=O)c1ccc(C)cc1 | 10 | 0 | 7 | 4 | 1.2 | -4 | 0 | -5 | 95 | 1

Main list, from the first entry:
SMILES | ABHD5 PLIN5 PPI | Granule exo inh | H9c2 protect | N-glyco inh | MC4R ag barr | m5-HT2A agonist | MC4R antagonist | CaV13 ICDI inh | ABCB6 inh MLPCN | PDI inh
O=C(O)c1ccc(/C=N/Nc2nc(N3CCCCC3)nc(N3CCCCC3)n2)cc1 | -7 | 6 | -1 | 3 | -2.5 | -4 | 11 | -16 | 98 | -3
COC(=O)c1ccc2c(c1)C(=O)/C(=C/c1ccc(O)cc1)O2 | 7 | 2 | -5 | 3 | -2.1 | -1 | -11 | -14 | 99 | -28
C#CCN(C[C@H]1[C@H](OC(=O)NC2CC2)[C@H](OC(=O)NC2CC2)C[C@@H](C(=O)OC)[C@H]1C(=O)OC)S(=O)(=O)c1ccc(C)cc1 | 10 | 0 | 7 | 4 | 1.2 | -4 | 0 | -5 | 95 | 1
C(=N\c1nc2ccccc2n1Cc1ccccc1)/c1cccs1 | -7 | 6 | -1 | -2 | -1.8 | -3 | 4 | · | 100 | 3
CC(C)(C)OC(=O)NCCCCCNC(=O)c1nc[nH]c1C(=O)N1CCN(c2ccccc2)CC1 | -4 | -8 | 11 | 0 | -2.9 | 3 | 1 | -11 | 96 | -14
COC(=O)COc1ccc(Oc2cc(C)nc(SC)n2)nn1 | 1 | 1 | 12 | 2 | -1.3 | -4 | 4 | -8 | 95 | 0
C=CCN(N=Nc1cccc([N+](=O)[O-])c1)c1cccc([N+](=O)[O-])c1 | -6 | 4 | -4 | -1 | 0.8 | -2 | 14 | -7 | 103 | 1
CC(O)CNc1nc2sc3c(c2c(=O)n1Cc1ccco1)CCCCC3 (centres undefined) | 1 | -2 | -6 | 3 | -0.8 | 4 | 11 | 1 | 102 | 27
O=C(Nc1cccc(F)c1)C1CCCN(C(=O)c2ccc(Cl)cc2)C1 (centres undefined) | 4 | 1 | -11 | 1 | -1.0 | 1 | 0 | -2 | 99 | 6
O=C1N(Cc2cccc(Cl)c2)C[C@@H]2C[C@@H](c3cccn3-c3ccccn3)N3CCC[C@@]123 | 3 | 32 | -6 | 7 | -1.8 | 1 | 18 | -5 | 102 | 0
Cc1ccc2c(C)c(C(=O)N(Cc3ccc(N(C)C)cc3)C3CCS(=O)(=O)C3)oc2c1 (centres undefined) | 7 | -3 | -5 | -3 | 0.8 | -1 | 20 | -6 | 101 | ·
COC(=O)CCN(C(=O)c1cccc([N+](=O)[O-])c1)c1ccccn1 | 1 | 1 | -2 | 2 | -1.6 | 7 | -3 | 2 | 91 | -9
Nc1nc(SCC(=O)Nc2cc(S(=O)(=O)N3CCOCC3)ccc2Cl)n[nH]1 | 2 | -4 | -6 | 0 | -2.3 | -2 | -2 | 2 | 108 | 6
CCN(CC)CCn1c(-c2ccccc2)nc(=S)c2c1CC(C)(C)OC2 | -10 | 1 | 2 | 1 | -1.1 | 6 | -4 | -5 | 91 | 1
O=C1NC[C@H](Cc2ccc(O)cc2)N(C[C@@H]2CCCN2C[C@H](Cc2ccc(O)cc2)N2C[C@H](Cc3ccccc3)N(CCc3ccccc3)C(=O)C2=O)C1=O | -5 | -1 | · | · | · | 1 | · | -6 | 96 | ·
Clc1ccc2nc(CN3CCCCCC3)cn2c1 | -1 | 0 | -4 | 0 | 0.7 | 5 | -6 | -5 | 91 | -8
COc1ccc(/C=N\NC(=O)c2ccc([N+](=O)[O-])cc2)cc1COc1c(F)c(F)cc(F)c1F | 0 | 19 | 2 | -3 | 3.6 | -3 | 7 | · | 102 | 1
CC(C)(C)n1ncc2c(=O)n(CC(=O)Nc3ccc4c(c3)OCO4)cnc21 | -6 | -8 | 11 | 1 | 3.6 | 0 | -4 | · | 101 | -5
NC1=NC[C@@H](Cc2ccc(O)cc2)N1CCCCC1CCCCC1 | 9 | -8 | -6 | 8 | 1.3 | -6 | 7 | ? | 97 | -5
COc1ccc(S(=O)(=O)Nc2noc3ccccc23)cc1 | 0 | -7 | 0 | 1 | -0.4 | 4 | 3 | -17 | 104 | -3
COc1ccccc1Oc1ccc(S(=O)(=O)Nc2cccnc2)cc1 | 4 | -2 | -20 | -1 | -1.5 | 0 | -6 | -4 | 94 | -6
CC(C)(C)C(=O)CN1C(=O)NC(c2ccccc2)(c2ccccc2)C1=O | -10 | -4 | -5 | 3 | -0.7 | 7 | 8 | -2 | 94 | 10
Cc1nnc(SCC(=O)N(C2CCCCC2)C2CCS(=O)(=O)C2)n1C (centres undefined) | 3 | -2 | 3 | 4 | -0.8 | 4 | -3 | -2 | 93 | -9
CCOc1ccc(Cn2ccnc2)cc1[N+](=O)[O-] | -2 | -2 | -4 | 1 | -2.1 | -4 | 1 | -3 | 96 | -5
CCS(=O)(=O)N1CCCC(C(=O)NCc2ccc3c(c2)OCO3)C1 (centres undefined) | 1 | -6 | -5 | 0 | -1.2 | -1 | 6 | -4 | 92 | -7
Cc1ccc(CS(=O)(=O)CCC(=O)NCC2CCCO2)cc1 (centres undefined) | 2 | 4 | -1 | 3 | 1.9 | 3 | 4 | -8 | 98 | -4
CC(=O)Nc1cccc(N=NN2CCOCC2)c1 | 5 | -5 | -6 | 1 | 0.3 | 3 | 19 | -4 | 100 | -1
Nc1nnc(Sc2ccc(Cl)cc2[N+](=O)[O-])s1 | -2 | -2 | 1 | -2 | -1.7 | 3 | 4 | 7 | 99 | 1
Cc1cc(S(=O)(=O)N(Cc2ccc(C(C)C)cc2)CC2CCCO2)ccc1-n1cnnn1 (centres undefined) | 2 | -4 | -3 | -6 | 1.4 | -1 | 6 | · | 108 | 9
O=C(/C=C/c1ccco1)NC(=S)Nc1ccc(Cl)cn1 | 2 | 3 | 14 | 2 | 0.0 | 3 | 3 | · | 116 | 6
CC12CCC(c3n[nH]c(=S)nc31)C2(C)C (centres undefined) | -7 | 9 | -1 | 4 | 0.8 | 0 | 11 | -9 | 93 | -1
Cc1c(C(C)CCCO)oc(=O)c2c1Oc1c(C)c(C(C)C[C@@H](C)O)oc(=O)c1C2 (some centres undefined) | -5 | -12 | 3 | -2 | -2.5 | -5 | 10 | -5 | 101 | -3
COc1ccc(CN2CCNC(=O)C2CC(=O)NCc2cn3ccc(C)cc3n2)c(OC)c1 (centres undefined) | 8 | -4 | 2 | 1 | 0.9 | -1 | 3 | -4 | 107 | 3
CC1(C)Cc2cccc(OCC(=O)NCCc3ccccc3)c2O1 | 5 | 3 | 2 | -1 | 1.0 | -2 | 3 | -5 | 100 | -6
CC1(c2nnc(Cc3ccccc3)o2)CC(c2cccc(F)c2)=NO1 (centres undefined) | 7 | 6 | -10 | 3 | -1.9 | 1 | 8 | -5 | 98 | -6
Cc1ccc(S(=O)(=O)NN2C(=O)c3ccccc3NC2(C)C)cc1 | -8 | 0 | 5 | 2 | -1.5 | 1 | 1 | -7 | 95 | 3
CCC(CC)C(=O)N(C)c1c(C)nc2c(OCc3ccccc3C(=O)OC)cccn12 | -2 | -6 | 2 | -4 | -1.5 | -1 | 3 | -7 | 92 | 7
S=C(NCCc1ccccc1)Nc1ccc(N2CCCCC2)cc1 | -1 | 14 | -7 | 0 | -0.4 | -3 | 2 | -21 | 98 | 0
CCC(C(=O)NC1CCCC1)n1c(C2CC2)nc2ccccc21 (centres undefined) | -4 | -13 | · | · | · | -1 | · | -16 | · | ·
CC(=O)c1cccc(NC(=O)/C=C/c2ccc(S(=O)(=O)N3CCOCC3)cc2)c1 | 6 | -6 | 2 | 2 | -0.7 | -1 | 7 | -15 | 102 | 0
CC1Cc2[nH][nH]c(=O)c2C(C2CC2)O1 (centres undefined) | -7 | 1 | · | · | · | 0 | · | -5 | 98 | ·
Cc1cccc(OCC(=O)NCC(=O)N/N=C/c2ccc(N(C)C)cc2)c1 | 1 | 1 | 7 | · | -2.1 | 7 | 1 | -6 | 103 | -3
CC1(C)CC(=O)C2=C(C1)N(Cc1cccnc1)C(=O)C2(NC(=O)c1cccnc1)C(F)(F)F (centres undefined) | 1 | 0 | -2 | 2 | -1.2 | 5 | 1 | -5 | 90 | 14
CCc1nnc(N/N=C/c2ccccc2F)n1N | -45 | -2 | -8 | 5 | 0.6 | 4 | 7 | -20 | 95 | -2
Cc1ccc(C(=O)N2CCN(c3ccc([N+](=O)[O-])c(N4CCOCC4)c3)CC2)cc1 | 3 | -2 | 3 | 2 | -3.9 | 0 | 12 | -2 | 100 | -17
Nc1c(/C=C2/C=CC(=O)C(O)=C2)c(=O)nc2sc(CC(=O)N3CCOCC3)nn12 | 1 | 2 | 0 | -1 | -2.7 | 3 | -3 | -8 | 104 | -4
COc1cc(NC(=O)C2CCN(S(=O)(=O)c3ccc4[nH]c(=O)oc4c3)CC2)cc(OC)c1 | 4 | -10 | -1 | 4 | 1.1 | -1 | 5 | -17 | 103 | -1
Cc1oc(-c2cccs2)nc1CN1CCN(C2CCCC2)C(CCO)C1 (centres undefined) | -6 | 11 | 2 | 0 | -1.7 | -4 | 6 | -2 | 88 | -1
COc1cnc(-c2ccccn2)nc1Oc1ccc(F)cc1F | 4 | -2 | 0 | 0 | -0.9 | -1 | 10 | -4 | 97 | -2
O=C(CCN1C(=O)C2C3C=CC(C3)C2C1=O)Nc1c(F)cc(F)cc1Br (centres undefined) | 7 | -2 | 11 | 0 | -1.1 | 7 | 3 | -6 | 87 | 3
O=C(C1=NN[C@@H]2C(=O)N(Cc3ccccc3)C(=O)[C@H]12)c1ccc([N+](=O)[O-])cc1 | 2 | -1 | 3 | 2 | 0.1 | 5 | 7 | -2 | 112 | 16
CCOC(=O)N1CCN(C(=O)c2cccc(OC)c2O)CC1 | -5 | 0 | -4 | 0 | 1.6 | 6 | 9 | -6 | 102 | -6
O=S(=O)(c1ccc(F)cc1)N1CCN(CC(O)COCc2cccs2)CC1 (centres undefined) | 1 | 2 | -1 | 3 | -2.3 | 8 | 12 | -6 | 104 | -11
CC(C)c1onc(C(=O)Nc2cccnc2Cl)c1[N+](=O)[O-] | 0 | 0 | -2 | 0 | 4.6 | 3 | 15 | -7 | 94 | 4
